BL2 CD40 inh = CD40 pathway inhibition in BL2 cells. BL2 NF-kB luciferase reporter, CD40L-induced, 4 h. inhibition, % at 10 µM. 83,000 compounds, 0.94% hits. AID 1053188;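 active = mean inhibition of at least 50% with a set share of replicates also reaching that level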;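 note: 0% = neutral control wells and 100% = IKK inhibitor VII at 50 µM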
* = called active by the depositor; [ ] = remark or other dose. An excerpt (hit frequency here may not be typical).

SMILES	BL2 CD40 inh
CCOc1ccc(NC(=O)CSc2nnc(C)n2C2CC2)cc1S(=O)(=O)N1CCCC1	-1.0
OC(CN1CCc2ccccc2C1)c1ccccc1 (stereo not given)	-4.2
CCN1[C@@H]2c3ccc(-c4ccccc4)c(=O)n3C[C@@H]2[C@@H](CO)[C@@H]1C(=O)NCC(F)(F)F	-7.2[25 µM]
Cn1cc(CN2CCC(n3nccc3NC(=O)Cc3ccccc3)CC2)cn1	-14.6
CC(C)Cc1nc(N2CCN(C(=O)c3ccco3)CC2)c(C#N)c2c1CCC2	26.1
O=C(Cn1c(COc2ccccc2)nc2ccccc21)Nc1cccc(Cl)c1	-10.2
CN1CCN(S(=O)(=O)c2cccc(S(=O)(=O)c3ccc(Cl)cc3)c2)CC1	4.8
O=S(=O)(NC1CCCCC1)c1ccc(N2CCOCC2)nc1	3.8
O=C(c1cn(-c2ccccc2)nc1-c1cccnc1)N1CCCC(C(F)(F)F)C1 (stereo not given)	-6.4
O=C1NN(c2ccccc2)C(=O)/C1=C\c1ccccc1OCC(=O)N1CCOCC1	0.2
Oc1ccc(N2CCN(C(c3ccccn3)c3nnnn3C3CCCC3)CC2)cc1 (stereo not given)	7.9
COc1ccc(N(C)S(=O)(=O)c2cccc(C(=O)N3CCN(Cc4ccc5c(c4)OCO5)CC3)c2)cc1	-3.4
O=C(CCN1CCCCC1)N[C@H]1CC[C@H](CC(=O)N2CCC(Cc3ccccc3)CC2)O[C@H]1CO	-7.2[25 µM]
C[C@@H]1CN([C@H](C)CO)C(=O)CCCn2cc(nn2)CO[C@@H]1CN(C)Cc1ccc(Oc2ccccc2)cc1	7.4
C[C@H](CO)N1C[C@H](C)[C@@H](CN(C)Cc2ccc3cccnc3c2)OCc2cn(nn2)CCCC1=O	-3.9[25 µM]
O=C(N/N=C/c1ccc(-c2cccc([N+](=O)[O-])c2)o1)c1ccc([N+](=O)[O-])cc1	-1.9
O=C(c1ccc2c(c1)OCO2)N1CCC(Cc2ccccc2)CC1	4.3
COc1ccc(-c2ccc([C@@H]3[C@H]4CN(C(=O)c5ccc(F)cc5)CCCCN4[C@H]3CO)cc2)cc1	-15.6[25 µM]
C[C@@H]1CN([C@@H](C)CO)C(=O)c2cc(C#CCc3ccccc3)cnc2O[C@@H]1CN(C)Cc1cccc(C(=O)O)c1	4.8[25 µM]
O=C(Nc1ccc(Oc2ccc(NC(=O)C3CCCO3)cc2)cc1)C1CCCO1 (stereo not given)	-2.5
O=C(O)CCNS(=O)(=O)c1ccccc1C(F)(F)F	5.9
COc1ccc(C(=O)N2C[C@@H]3[C@H](c4ccccc42)[C@H](CO)N3C(=O)c2cccc(F)c2)cc1	0.0
CCOC(=O)c1sc2ncn(CC(=O)NCC3CCCO3)c(=O)c2c1C (stereo not given)	4.8
Cc1nc(-c2cccc(NS(=O)(=O)c3ccc4ccccc4c3)c2)cs1	5.4
O=C(Nc1cc(S(=O)(=O)N2CCOCC2)ccc1N1CCCC1)c1ccc(F)cc1	-0.1
O=C(C1CCCCC1)N1[C@H](CO)[C@H]2c3ccccc3NC[C@H]21	-5.6[25 µM]
Cc1cc(/C=N/n2cnnc2)c(C)n1-c1ccc(Cl)cc1Cl	-1.6
Nc1ncn(C(=S)Nc2ccccc2)n1	-57.5
CCS(=O)(=O)CCn1c([N+](=O)[O-])cnc1C	-0.7
O=C(O)CNS(=O)(=O)Cc1ccccc1	17.6
Cn1cccc1C(=O)OCC(=O)N1c2ccccc2NC(=O)C1(C)C	19.3
CN1C(=O)CSc2ccc(NC(=O)N3CCC(N4CCCCC4)CC3)cc21	-5.3
Cc1ccc(OCc2cc(C(=O)NC3CCc4ccccc43)no2)cn1 (stereo not given)	-4.8
CCOC(=O)CNC(=O)c1cccnc1	3.1
O=C(Cc1cccnc1)N1CC(=O)N2[C@H](CO)[C@@H](c3ccc(C4=CCCCC4)cc3)[C@@H]2C1	-1.4
O=C(Nc1ccc2oc(-c3ccncc3)nc2c1)c1cccs1	-28.1
Cc1ccc2cccc(OCC(=O)N(C)CC(=O)Nc3ccc(F)cc3)c2n1	15.3
O=C(NC(c1ccccc1)c1ccccc1)c1ccccc1	-4.9
CC(C)NC(=O)N1[C@@H](C#N)[C@@H](c2ccc(C#CC3CCCCC3)cc2)[C@@H]1CO	-22.7[25 µM]
COc1ccc(S(=O)(=O)N2CCOCC2)cc1NC(=O)c1cc2ccccc2o1	-7.9
CC(NC(=O)c1ccccc1NC(=O)c1ccncc1)c1ccccc1 (stereo not given)	2.1
CCOc1ccc(C(NC(C)=O)c2ccc(OC)c(OC)c2)cc1 (stereo not given)	2.9
O=C(Nc1cccc(F)c1)N1C2CCC1CC(O)(c1cccnc1)C2 (stereo not given)	7.5
COc1ccc(-c2ccc3n(c2=O)C[C@H]2[C@H](CO)[C@@H](C(=O)NCCN4CCCCC4)N(C)[C@@H]32)cc1	-6.5[25 µM]
COc1ccc(NC(=O)CN(C)C(=O)c2cc3c(s2)CCC3)cc1	1.5
CC(Sc1nncn1C)C(=O)Nc1ccc2ccccc2c1 (stereo not given)	-10.1
COc1cccc(/C=N/NC(=O)CNC(=O)CCc2ccccc2)c1O	-45.1
CCOC(=O)C1=C(c2ccccc2)N=C2SCC(=O)N2C1c1cccc(OC)c1 (stereo not given)	0.3
CC(=O)c1nnn(-c2ccc([N+](=O)[O-])cc2)c1C	-2.1
Cc1ccc(-c2csc3nnc(SCC(=O)NCc4ccc5c(c4)OCO5)n23)cc1	1.3

Carrying on:
SMILES	BL2 CD40 inh
CCOC(=O)c1nnn2c1nc(N1CCCCC1)c1ccccc12	7.9
O=C(OCC(=O)N(C1CCCCC1)C1CCCCC1)c1ccco1	25.6
C/C=C/c1ccc([C@@H]2[C@@H](CNC(=O)C3CCC3)N(C(=O)NCCC)[C@H]2CO)cc1	5.9[25 µM]
CCN1CC(CN(C)Cc2nc(-c3cccs3)no2)CC1=O (stereo not given)	-0.5
O=C1COc2ccc(C(=O)NCc3ccc4c(c3)OCO4)cc2N1	3.0
CC(C)c1ccc2c(c1)C(c1cccs1)=NNC(c1ccncc1)=N2	-5.3
COc1cc(Cl)ccc1OCc1cc(C(=O)N2CCCCC2c2cccnc2)no1 (stereo not given)	-4.6
CC(OCC(O)CN(C)CCOc1ccccc1)c1ccc(Cl)cc1 (stereo not given)	4.7
C[C@@H]1CN([C@H](C)CO)C(=O)c2cccc(NC(=O)c3ccc(-c4nccs4)cc3)c2O[C@@H]1CN(C)Cc1ccc(Cl)c(Cl)c1	11.8[25 µM]
O=C(COC(=O)Cc1ccsc1)Nc1ccc(S(=O)(=O)N2CCOCC2)cc1	8.0
CCc1ccccc1NC(=O)CNC(=O)CNC(=O)Cc1ccccc1	7.0
O=C(COC(=O)c1ccc(S(=O)(=O)N2CCCCCC2)cc1)NCc1ccc(Cl)cc1	6.4
NS(=O)(=O)c1ccc(Nc2nc(-c3cccc([N+](=O)[O-])c3)cs2)cc1	-5.9
COC(=O)c1ccc2ncccc2c1	-26.2
C[C@@H]1CN([C@H](C)CO)C(=O)c2cccc(NC(=O)Nc3ccc(C(F)(F)F)cc3)c2O[C@H]1CN(C)S(=O)(=O)c1cn(C)cn1	1.1[25 µM]
Cc1noc(C)c1COc1ccc(C(=O)NCc2ccccn2)cc1	2.6
CC1CC(C)CN(c2ncc3c(n2)CC(c2ccccc2)CC3=O)C1 (stereo not given)	10.3
COc1ccc(-c2ccc3c(c2)[C@@H]2[C@@H](CCN2C(=O)c2ccc4c(c2)OCO4)[C@H](CO)N3)cc1	-9.7[25 µM]
O=C(Nc1ccc(NC(=O)c2cccs2)cc1)c1ccc2c(c1)OCO2	10.5
Cc1c(N=C2N=C(NC(=O)NC(C)(C)C)c3ccccc32)c(=O)n(-c2ccccc2)n1C	-8.7

Continued (7 carried over from the part before).
SMILES	BL2 CD40 inh
COC(=O)c1ccc2ncccc2c1	-26.2
C[C@@H]1CN([C@H](C)CO)C(=O)c2cccc(NC(=O)Nc3ccc(C(F)(F)F)cc3)c2O[C@H]1CN(C)S(=O)(=O)c1cn(C)cn1	1.1[25 µM]
Cc1noc(C)c1COc1ccc(C(=O)NCc2ccccn2)cc1	2.6
CC1CC(C)CN(c2ncc3c(n2)CC(c2ccccc2)CC3=O)C1 (stereo not given)	10.3
COc1ccc(-c2ccc3c(c2)[C@@H]2[C@@H](CCN2C(=O)c2ccc4c(c2)OCO4)[C@H](CO)N3)cc1	-9.7[25 µM]
O=C(Nc1ccc(NC(=O)c2cccs2)cc1)c1ccc2c(c1)OCO2	10.5
Cc1c(N=C2N=C(NC(=O)NC(C)(C)C)c3ccccc32)c(=O)n(-c2ccccc2)n1C	-8.7
CC(=O)Nc1ccc(S(=O)(=O)NCC(=O)NNC(=O)c2csc(N3CCOCC3)n2)cc1	-11.1
Cc1cc(C(=O)COC(=O)c2ccco2)c(C)n1Cc1ccco1	100.8*
COc1ccc2c3c(n(C)c2c1)[C@@H](CO)NCC31CCN(C(=O)c2ccccc2)CC1	8.4
Cc1cc(C)c(C#N)c(SCS(=O)c2ccc(C(C)(C)C)cc2)n1 (stereo not given)	-0.1
CC(=O)OC(C)C(=O)NS(=O)(=O)c1ccc(C)cc1 (stereo not given)	4.1
O=C(NCC1CC1)[C@@H]1[C@@H](CO)[C@@H]2Cn3c(ccc(-c4ccccc4F)c3=O)[C@H]1N2Cc1cncnc1	-4.7[25 µM]
CCOC(=O)CCNCc1ccc(OC)c(OC)c1	10.6
O=C(NCc1ccc(-c2csnn2)cc1)C1CC1	11.5
N#Cc1nnn(-c2ccc(Cl)cc2)c1N	8.2
Cc1noc(C)c1COc1ccc(C(=O)OCC(=O)N2CC3(C)CC2CC(C)(C)C3)cc1 (stereo not given)	20.0
CCOc1ccc(NS(=O)(=O)c2cc(C(=O)NCC3CCCO3)ccc2Cl)cc1 (stereo not given)	-3.2
N#Cc1ccccc1NC(=O)COC(=O)CN1C(=O)C2CCCCC2C1=O (stereo not given)	8.3
CCCNC(=O)[C@@H]1[C@@H](CO)[C@@H]2Cn3c(cccc3=O)[C@@H]2N1CC1CCCC1	-2.9
Cc1onc(-c2ccccc2)c1C(=O)OCC(=O)NC(=O)c1ccccc1	23.0
O=C(CC1NCCN(Cc2ccccc2)C1=O)Nc1ccc(Cl)cc1 (stereo not given)	8.8
CC1CN(C(=O)COC(=O)c2ccc3ccccc3c2)CC(C)O1 (stereo not given)	-9.8
CN1CCN(C(=O)CCc2nc3ccccc3n2-c2ccccc2)CC1	8.9
Nn1c(Cc2cccc3ccccc23)nnc1SCC(=O)NCC1CCCO1 (stereo not given)	3.4
COc1ccccc1NC(=O)CSc1nnc(Cc2cccs2)n1C	9.1
Cc1ccnc2nc(C(=O)NCCc3ccc(F)cc3)nn12	-5.3
C[C@H](CO)N1C[C@H](C)[C@H](CN(C)C(=O)CCN(C)C)OCc2ccccc2-c2ccccc2C1=O	-10.7
O=C(c1cccc(Cl)c1)C1CCCN(S(=O)(=O)c2ccccc2)C1 (stereo not given)	12.4
CN(C(=O)COC(=O)c1ccc(Cl)c(S(=O)(=O)NCc2ccccc2)c1)C1CCS(=O)(=O)C1 (stereo not given)	-10.7
COc1ccc(C2OCC3(O)C(c4ccc(OC)c(OC)c4)OCC23)cc1OC (stereo not given)	3.4
Cc1cc(C)c(C)c(S(=O)(=O)N2CCN(C(=S)NCC3CCCO3)CC2)c1C (stereo not given)	7.5
Cc1nc(-c2ccc3c(c2)OCCO3)cs1	-72.7
O=C(Nc1nc2ccccc2s1)C1CCN(C(=O)c2ccco2)CC1	-18.4
Cc1ccc(Cn2ccc(NC(=O)c3nn(C)cc3Cl)n2)cc1	-36.1
O=S(=O)(c1cccc(-c2cn3ccccc3n2)c1)N1CCCCC1	6.8
CCOC(=O)CN(C(=O)Cn1nnc(-c2ccc(C)cc2)n1)C(CC)C(=O)NC1CCCC1 (stereo not given)	7.1
c1ccc(C2c3[nH]c4ccccc4c3CCN2Cc2cccn2-c2ccccn2)nc1 (stereo not given)	6.3
N#Cc1cnn2cc(CCN3CCOCC3)c(-c3ccc(F)cc3)nc12	9.8
CC(C)c1[nH]nc2c1C(c1ccco1)C(C#N)=C(N)O2 (stereo not given)	13.2
c1ccc(-c2ccccc2OCc2nnc3n2CCC3)cc1	2.8
COc1cccc(Cn2cc(N)cn2)c1	0.8
CCOCCCNC(=O)COc1ccc(OC)cc1	11.9
CN(CC(=O)Nc1cccc(F)c1)C(=O)c1ccccc1-n1cnnn1	-2.6
CC(NC(=O)C(c1ccccc1)c1ccccc1)C(=O)N1CCCCC1 (stereo not given)	4.2
CCOc1ccc(S(=O)(=O)N(CC)CC)cc1N	9.2
O=C(N/N=C/c1ccc(-c2ccccc2Cl)o1)c1ccccc1	-126.5

The final 5 records of the section before are carried over, then new ones follow:
SMILES	BL2 CD40 inh
CCOCCCNC(=O)COc1ccc(OC)cc1	11.9
CN(CC(=O)Nc1cccc(F)c1)C(=O)c1ccccc1-n1cnnn1	-2.6
CC(NC(=O)C(c1ccccc1)c1ccccc1)C(=O)N1CCCCC1 (stereo not given)	4.2
CCOc1ccc(S(=O)(=O)N(CC)CC)cc1N	9.2
O=C(N/N=C/c1ccc(-c2ccccc2Cl)o1)c1ccccc1	-126.5
CN(C)C(=O)c1ccc(-c2ccc([C@@H]3[C@H](C#N)N(C(=O)C4CCCC4)[C@H]3CO)cc2)cc1	-8.0
O=C(NCC(c1cccnc1)N1CCN(c2ccccc2)CC1)c1ccco1 (stereo not given)	-0.9
CCN(CC)CC(=O)Nc1c(C)cc(C)cc1C	-0.6
C[C@@H](NC(=O)C[C@@H]1C=C[C@@H](NS(=O)(=O)c2cccc(F)c2)[C@H](CO)O1)c1ccccc1	1.9[25 µM]
O=C1CCc2cc(S(=O)(=O)NCc3ccc(F)cc3)cc3c2N1CC3	5.6
COc1cccc(CN2CC(C(=O)NCCCc3ccncc3)CCC2=O)c1 (stereo not given)	2.1
COc1ccc(C2=NN(C(=O)COc3ncnc4ccccc34)C(c3ccco3)C2)cc1 (stereo not given)	-18.2
Cc1cc(NC(=O)COC(=O)C2CCN(C(=O)c3ccc(Cl)cc3)CC2)no1	11.1
Cc1cc(NC(=O)c2ccc(S(=O)(=O)Nc3ccccc3)cc2)no1	15.1
